PTHR1 agonist: PTHR1 (human) receptor agonism; Q03431; HEK293 GP2 PTHR1 cells, GloSensor cAMP luminescence, 1 h; Potency, µM (highest dose often 115 µM), for the others: at the highest dose activation, usual class: activators; hit rate 0.075% among 410,000; AID 743266; also: nearly all actives have a fitted effect of over 55% in size; some results filed as inactive show a strong effect at the top dose; inactives centre near -15; many of its hits are not listed in these tables
Target sequence (Q03431 whole entry, looked up): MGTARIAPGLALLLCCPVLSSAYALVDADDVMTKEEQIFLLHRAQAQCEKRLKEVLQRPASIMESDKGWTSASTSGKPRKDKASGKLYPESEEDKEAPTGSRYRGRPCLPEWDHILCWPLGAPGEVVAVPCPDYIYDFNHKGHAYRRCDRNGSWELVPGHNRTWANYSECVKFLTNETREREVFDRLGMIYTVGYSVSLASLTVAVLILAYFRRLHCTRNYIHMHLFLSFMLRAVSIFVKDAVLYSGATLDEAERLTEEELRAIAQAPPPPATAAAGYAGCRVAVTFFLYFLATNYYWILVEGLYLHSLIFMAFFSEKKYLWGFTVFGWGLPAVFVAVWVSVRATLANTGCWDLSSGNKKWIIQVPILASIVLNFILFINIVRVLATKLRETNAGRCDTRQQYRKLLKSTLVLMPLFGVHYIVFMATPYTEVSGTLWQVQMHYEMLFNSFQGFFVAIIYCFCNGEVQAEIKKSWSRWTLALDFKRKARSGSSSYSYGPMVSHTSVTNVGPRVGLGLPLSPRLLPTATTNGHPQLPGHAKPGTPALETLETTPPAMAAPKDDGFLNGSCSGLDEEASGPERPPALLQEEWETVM
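HEK-293-derived GP2 cells expressing PTHR1 and a GloSensor cAMP reporter, 3,000/well, plated overnight, given luciferin plus IBMX (each 0.5 mM as added) for 1 h at 37 °C, then compound for 1 h at 37 °C. Luminescence was read after 15 min at room temperature.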
GLP-1R inv ag: GLP-1 receptor (human) inverse agonism. P43220. HEK293 GLP-1R CRE-luciferase, luminescence, 24 h; GLP-1R form is constitutively active. Potency, µM (doses to about 38.3 µM), inactives show at the top dose activity change, negative = inhibition, usual class: inhibitors. hit rate 1.6% among 410,000; also: % is scaled to controls: 0 for no effect and ±100 for the full control effect; nearly all actives have a fitted effect of over 55% in size
Target sequence (P43220 whole entry, looked up): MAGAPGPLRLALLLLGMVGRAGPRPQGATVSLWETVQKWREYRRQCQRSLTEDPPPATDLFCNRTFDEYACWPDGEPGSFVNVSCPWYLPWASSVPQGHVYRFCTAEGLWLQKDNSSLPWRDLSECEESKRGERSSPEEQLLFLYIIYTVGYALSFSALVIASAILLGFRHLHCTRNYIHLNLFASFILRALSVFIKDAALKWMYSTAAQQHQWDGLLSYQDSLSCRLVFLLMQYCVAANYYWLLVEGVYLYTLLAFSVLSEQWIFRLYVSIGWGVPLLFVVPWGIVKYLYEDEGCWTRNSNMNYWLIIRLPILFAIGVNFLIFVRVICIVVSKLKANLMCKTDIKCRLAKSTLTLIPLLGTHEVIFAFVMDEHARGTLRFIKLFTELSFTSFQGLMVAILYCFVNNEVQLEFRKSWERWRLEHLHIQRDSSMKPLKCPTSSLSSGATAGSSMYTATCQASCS
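HEK293 cells stably co-expressing a cAMP-responsive luciferase reporter and constitutively active GLP-1R were seeded, incubated 12 h, then exposed to compounds for 24 h at 37 C. Luminescence was read 12 min after detection reagent; inverse agonists lower signal.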
HEK293 tox: cytotoxicity counter-screen for GLP-1 receptor inverse agonists. HEK293 cAMP-luciferase reporter cells, luminescence, 24 h. Potency, µM (titrated, usually from 38.3 µM), for the others: top-dose activity change, negative = inhibition, actives largely listed as inhibitors. hit rate 0.13% among 410,000;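 also: loss of luciferase light is scored as toxicity; % is scaled to controls: 0 for no effect and ±100 for the full control effect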
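Here, cytotoxicity is scored as loss of luminescence. The MLSMR collection was tested on cells seeded in medium containing 10% Nu serum, with a 24 hr compound exposure preceded by 12 hours of culture.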
An asterisk follows results filed as active; i = inactive; ? = inconclusive; . = not tested or not shown; [ ] = another dose, or the depositor's remark. Calls follow the shape of the dose curve; as a rule, active = well fitted curve in the direction sought with a large enough effect; inconclusive = small, poorly fitted or top-dose-only effect, or another doubt; inactive = no such curve, though single readings can be large; an effect the other way counts as inactive or inconclusive. Potency is read from the fitted curve at half-maximal effect. Some of the compounds tested (hit frequency here may not be typical).

Order of values: PTHR1 agonist | GLP-1R inv ag | HEK293 tox
COc1ccc(S(=O)(=O)Nc2cccc(-c3ccc(N4CCCCCC4)nn3)c2)cc1F
  i | ? | -14.3%
Cc1ccc(-c2cc(C(=O)NCc3cnn(C)c3C)c3ccccc3n2)cc1C
  i | 9.6% | -13.5%
Cc1nn(C)c(C)c1S(=O)(=O)N(CC(=O)NCCc1ccc(Cl)cc1)c1ccc(C(C)C)cc1
  -82.2%[inhibitor] | 6.1% | -2.0%
CSc1ncc(C(=O)NCc2ccc(F)cc2)c(-c2ccccc2)n1
  5.7% | 11.9% | 0.3%
CCc1c(-c2ccccc2)nc2ccccc2c1C(=O)NC(C)c1ccccc1 (centres undefined)
  -11.0% | ? | -3.3%
Cc1cc2c(cc1S(=O)(=O)Nc1cccc(Cl)c1C)OCCN2C
  -9.1% | 10µM* | -1.3%
FC(F)(F)c1ccc(-c2noc(-c3ccccc3Br)n2)cc1
  -46.4%[inhibitor] | 19.0% | -15.3%
Cc1cccc(NC(=O)c2sc3nc(-c4cc5ccc(O)cc5oc4=O)[nH]c(=O)c3c2C)c1
  7.1% | 3.3% | 47.8%[activator]
COc1ccccc1CNC(=O)c1cccc(Nc2nc3ccccc3n3nnnc23)c1
  i | 2.4% | 7.7%
O=C(C1CCN(c2nc3ccccc3[nH]2)CC1)N1CCN(c2ccccc2)CC1
  i | 3.0% | -2.8%
O=C(OCC1CCCO1)c1ccc2c(c1)N(Cc1cccc(Cl)c1)C(=O)c1ccccc1S2(=O)=O (centres undefined)
  -11.3% | -13.0% | -2.7%
CCCCN(Cc1ccco1)C(=O)c1cc2c(s1)-c1c(C)cccc1OC2
  i | ? | 12.9%
CCn1c(CN2CCCCC2)nc2cc(NC(=O)COc3cc(C)ccc3C(C)C)ccc21
  -0.5% | ? | 4.6%
COc1ccc(Cl)cc1NC(=O)CSc1ccc2nnc(CCNS(=O)(=O)c3ccccc3)n2n1
  -33.8%[inhibitor] | 30.7%[activator] | 4.7%
CCOc1ccc(CCNC(=O)CCc2cn(Cc3ccc(C)cc3)c3ccccc23)cc1
  i | ? | -11.2%
CCOc1ccc(OC(=O)c2cn(-c3ccc(C)cc3)c(=O)c3ccccc23)cc1
  i | -18.1% | -6.0%
COCCNC(=O)C(=O)NCC(c1ccc2c(c1)OCO2)N1CCOCC1 (centres undefined)
  i | 12.1% | 11.3%
COc1ccccc1C(=O)N1c2ncnn2C2(CCCCC2)[C@@H]2CCCC[C@@H]21
  10.8% | -5.3% | 15.5%
COc1ccc(C(=O)N(Cc2ccc(N(C)C)cc2)Cc2ccco2)cc1Cl
  -23.8% | ? | -11.3%
CCOC(=O)Cc1c(C)nc2c(-c3ccc(OC)c(OC)c3)c(C)nn2c1C
  -6.8% | 31.6%[activator] | 6.5%
CCOc1ccccc1NC(=O)CCn1cnnn1
  i | 6.9% | 29.7%
COCCNC(=O)Cn1c(-c2cccs2)cc2cc(Cl)ccc21
  -25.9% | ? | 8.1%
CCOC(=O)c1cccc(NC(=O)CCc2c(C)nn(-c3ccc(N4CCCC4)nn3)c2C)c1
  i | 6.0% | -10.4%
CCCn1c(SCc2nc(-c3ccc(OC)c(OC)c3)no2)nnc1-c1ccccc1
  -27.7% | 14.7% | -0.4%
CCn1c(CN2CCCCC2)nc2cc(NC(=O)c3cc(OC)c(OC)c(OC)c3)ccc21
  i | ? | -1.2%
CCc1ccc(NS(=O)(=O)c2ccc3[nH]cc(C(=O)N4CCCCCC4)c(=O)c3c2)cc1
  i | 10.8% | -13.4%
O=C(NCCCc1ccccc1)c1nn(-c2ccccc2)nc1CO
  i | -18.7% | -10.1%
CCc1ccc(CNC(=O)c2ccc3nc(C(C)C)oc3c2)cc1
  -0.5% | -8.4% | -4.2%
CC1CCCCN1C(=O)CSc1nnc(-c2ccccc2Cl)o1 (centres undefined)
  -3.0% | -24.1% | -4.1%
Cc1ccc(S(=O)(=O)n2nc(-c3ccco3)nc2NCc2ccccc2Cl)cc1
  -11.2% | ? | 1.9%
CCCN1C(=O)C(Cc2nc3ccccc3c(=O)n2CC)c2ccccc21 (centres undefined)
  i | ? | -16.9%
COC(=O)Cc1c(C)c2cc3c(c(C)c2oc1=O)OCN(CCc1ccccc1F)C3
  -51.4%[inhibitor] | -5.1% | .
Cc1cccc(N2CCN(C(=O)c3cc4ccc5cccnc5c4[nH]3)CC2)c1C
  -42.2%[inhibitor] | ? | -7.1%
CCC(Sc1ncccc1C(=O)Oc1ccccc1Cl)C(=O)Nc1ccccc1OC (centres undefined)
  i | -6.3% | 9.9%
CCC(C(=O)Nc1ccc(C(C)C)cc1)n1nc(C)n2c(cc3cc(C)ccc32)c1=O (centres undefined)
  i | ? | -10.5%
COc1cccc(OC)c1C(=O)Nc1ccc(-c2nc3ncccc3o2)cc1
  -24.0% | 15.7% | -0.8%
Cc1cccc(N2CCN(C(=O)Cn3ncc4c3-c3cc(C)ccc3OC4)CC2C)c1 (centres undefined)
  -20.0% | 11.2µM* | -12.0%
COc1ccccc1CNC(=O)C1CCN(S(=O)(=O)c2ccc3c(c2)CCCN3C(C)=O)CC1
  -31.3% | 3.0% | -3.3%
Fc1ccc(Nc2c3c(nc4nncn24)CCC3)cc1
  -5.1% | 2.8% | 0.6%
COc1cccc(Cn2c(C)c(CNC3CCCCC3)c(C(=O)O)c2C)c1
  -23.1% | 3.8% | -6.7%
Cc1ccc2[nH]c(CSc3nnc(NC(=O)c4ccc(Cl)cc4)s3)cc(=O)c2c1
  i | 8.7% | 3.4%
COC(=O)c1ccc(Cn2nnc3sc4c(c3c2=O)CCC(C)C4)cc1 (centres undefined)
  -6.3% | 49.3%[activator] | -5.0%
CCc1ccc(N2CCn3c2nc2c3c(=O)n(C/C=C/c3ccccc3)c(=O)n2C)cc1
  -14.8% | 2.1% | -13.9%
CN(C)c1ccc(CNC(=O)Cn2c(=O)oc3cc(S(=O)(=O)NCc4ccccc4)ccc32)cc1
  -7.9% | -26.0% | -0.9%
COc1cc(NC(=O)CN2CCN(S(=O)(=O)c3ccc(Br)cc3)CC2)cc(OC)c1
  -23.7% | 7.8% | 0.5%
Cc1ccc(NC(=O)CCC(=O)N2Cc3ccccc3Oc3ncccc32)cc1
  6.5% | 7.9% | 3.5%
Cc1cc(C)cc(OCC(=O)N(Cc2cccs2)c2ccc(Cl)cc2)c1
  i | 10µM* | -6.8%
COc1ccccc1CNC(=O)C(=O)NCC(c1cccnc1)N1CCN(c2ccccc2)CC1 (centres undefined)
  -24.1% | -8.6% | 1.7%
CC(=O)Nc1c(C)nn(-c2ccccc2)c1N1CCC(C(=O)NCc2ccccc2Cl)CC1
  i | 1.7% | 1.3%
Cc1ccc(C(=O)c2sc(Nc3ccc(F)cc3)nc2N)c(C)c1
  -2.8% | 5.01µM* | -12.7%
Cc1cccc(NC(=O)CSc2nc(=O)n(Cc3cccnc3)c3c2CCC3)c1
  -28.0% | 6.3% | 8.6%
Cc1cccc(NC(=O)CSc2ncc(-c3ccccc3)[nH]2)c1C
  -21.2% | -15.4% | 3.2%
Cc1ccc(-n2nc(CO)c(C(=O)NC(C)CCCc3ccccc3)n2)cc1 (centres undefined)
  i | -31.0% | 2.9%
Cc1cccc(C(=O)Nc2ccc3nc(SCCOc4ccccc4)sc3c2)c1
  -10.5% | 9.7% | 5.0%
COc1cccc(NC(=O)c2oc3ccccc3c2NC(=O)c2cc3ccccc3o2)c1
  -4.2% | 6.1% | -2.4%
COc1ccc(-c2noc(-c3ccc(NC(C)c4ccccc4)c([N+](=O)[O-])c3)n2)cc1OC (centres undefined)
  i | 3.5% | -0.6%
CCOc1ccccc1CNC(=O)CCc1c(C)nn(-c2ccc(N3CCCC3)nn2)c1C
  -17.8% | 2.8% | 0.4%
Cc1nc2ccn(Cc3ccco3)c(=O)c2cc1C(=O)Nc1ccc(F)cc1
  -20.5% | ? | -10.2%
CC1CCN(S(=O)(=O)c2ccc3c(c2)N(CC(=O)NC(C)(C)C)C(=O)CS3)CC1
  i | -2.3% | 0.9%
COCCNc1oc(-c2ccc(COc3ccc(OC)cc3)o2)nc1C#N
  -26.9% | -14.7% | -1.6%

Continuation.
Order of values: PTHR1 agonist | GLP-1R inv ag | HEK293 tox
COc1cc(C(=O)Nc2nnc(S(=O)(=O)N(C)c3ccccc3)s2)cc(OC)c1OC
  -9.7% | 15.6% | -7.8%
Cc1ccc(NC(=O)C(C)Sc2nc(=O)cc(N)n2-c2cccc(C)c2)cc1 (centres undefined)
  21.4% | 15.4% | 14.6%
CCOc1ccc(NC(=O)C(C)Sc2nc3ncccc3o2)cc1 (centres undefined)
  -32.9%[inhibitor] | 12.8% | -3.0%
Cc1nc(SCC(=O)Nc2ccc(C(=O)O)cc2)n[nH]1
  -16.7% | 10.6% | -14.7%
CCOc1ccc(Oc2nc(NC)nc(N3CCOCC3)n2)nn1
  ? | 7.2% | -0.4%
Cc1c(NC(=O)c2cccc3c(Cl)cccc23)cccc1-c1nc2ccccc2o1
  -3.6% | 26.1% | 2.1%
COc1cccc(C(=O)Nc2ccc3nc(SCC(=O)N4CCOCC4)sc3c2)c1
  -12.5% | ? | -18.0%
CCOc1ccc(N2CC(NC(=O)C3CCCC3)CC2=O)cc1 (centres undefined)
  i | -2.8% | 0.0%
Cc1ccc(-c2nn3c(=O)cc(CN4CCN(S(=O)(=O)c5ccc(Cl)cc5)CC4)nc3s2)cc1
  -28.4% | -17.6% | 4.9%
CC(C)(C)OC(=O)N1CCC(c2c(C(=O)NCc3ccccc3)cnn2-c2ccccc2)CC1
  i | -12.0% | 2.4%
O=S(=O)(Nc1cc(F)ccc1F)c1ccc2[nH]c3c(c2c1)CCCC3
  i | ? | -20.5%
COc1ccccc1CNC(=O)c1ccc(C)c(-n2cnc3cccnc32)c1
  i | 9.7% | 0.0%
COc1cc(OC)c(NS(=O)(=O)c2c(C(=O)N3CCC(C)CC3)c(C)n(C)c2C)cc1Cl
  -1.8% | 9.5% | 0.3%
N#C/C(=C\c1ccc(Cl)cc1Cl)c1nc(-c2cccc(Cl)c2)cs1
  i | 6.1% | 3.2%
Cc1nnc2c3ccccc3nc(N3CCN(c4ccccc4)CC3)n12
  -8.9% | 7.2% | 2.0%
O=C(Cn1cc(SCc2ccc(C(F)(F)F)cc2)c2ccccc21)N1CCCCCC1
  -26.9% | 7.08µM* | 0.3%
CCC(C)Nc1ncnc2c1cnn2-c1ccc(F)cc1 (centres undefined)
  -15.2% | ? | -11.0%
Cc1cccc(CSc2nnc3[nH]c(=O)cc(-c4ccccc4)n23)c1
  -3.5% | -9.1% | -1.2%
Cc1c(Cl)cccc1NC(=O)Nc1nnc(N2CCCCCC2)s1
  i | 11.8% | 4.3%
Oc1ccc(Nc2nc(-c3ccc(Cl)cc3)nc3ccccc23)cc1
  i | ? | -18.1%
O=C(NCc1ccc(F)cc1)c1cc2c(=O)n3ccccc3nc2s1
  i | 4.5% | 7.5%
Cc1ccc(CNC(=O)Cn2cc(C(=O)c3ccc(F)cc3)c(=O)c3ccc(C)nc32)cc1
  i | -4.0% | 5.5%
Cc1ccc(C)c(S(=O)(=O)c2nnn3c2nc(N2CCCC2)c2sccc23)c1
  -0.1% | 16.3% | -15.4%
Cc1ccc(Nc2nc3ccc(C)cc3nc2-n2nc(C)cc2C)c(C)c1
  i | 6.9% | -9.9%
Cc1nn(-c2ccc(N3CCCC3)nn2)c(C)c1CCC(=O)N1CCN(c2ccccc2)CC1
  -24.5% | -6.3% | -6.9%
Cc1nn(C)c2c1c(-c1ccccc1)cc(=O)n2CC(=O)NC(C)(C)C
  i | -7.5% | 27.3%
CCOCCc1nn2c(=O)cc(COC(=O)c3ccco3)nc2s1
  -4.7% | 3.1% | -3.8%
COc1ccc(N2CCN(C(=O)c3noc4c3CCCCC4)CC2)cc1
  -18.3% | 9.0% | 5.0%
Cc1ccc(C(=O)c2cn(Cc3ccccc3)c3c(F)cc(F)cc3c2=O)cc1
  -36.6%[inhibitor] | 1.7% | 8.7%
Cc1ccc(-n2cnc3cc(C(=O)NC4CCCCCC4)ccc32)cc1Cl
  -94.9%[inhibitor] | ? | -8.7%

Results in HEK293 tox, for some of the entries so far:
compound,HEK293 tox
Oc1ccc(Nc2nc(-c3ccc(Cl)cc3)nc3ccccc23)cc1,-18.1%
Cc1ccc(CNC(=O)Cn2cc(C(=O)c3ccc(F)cc3)c(=O)c3ccc(C)nc32)cc1,5.5%
